Bioassay records from PubChem.
aGal spleen mod: inhibits or activates alpha-galactosidase in human spleen homogenate; human spleen homogenate, 4MU-alpha-Gal fluorescence, 40 min; Potency, µM (highest dose often 80 µM), for the others: at the highest dose activity change, negative = inhibition, usual class: inhibitors; AID 2107; 240,000 compounds, 0.008% hits; P06280;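 also: 0% = enzyme with vehicle and -100% = no enzyme basal signal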
Target sequence (P06280 32-429 limits assumed): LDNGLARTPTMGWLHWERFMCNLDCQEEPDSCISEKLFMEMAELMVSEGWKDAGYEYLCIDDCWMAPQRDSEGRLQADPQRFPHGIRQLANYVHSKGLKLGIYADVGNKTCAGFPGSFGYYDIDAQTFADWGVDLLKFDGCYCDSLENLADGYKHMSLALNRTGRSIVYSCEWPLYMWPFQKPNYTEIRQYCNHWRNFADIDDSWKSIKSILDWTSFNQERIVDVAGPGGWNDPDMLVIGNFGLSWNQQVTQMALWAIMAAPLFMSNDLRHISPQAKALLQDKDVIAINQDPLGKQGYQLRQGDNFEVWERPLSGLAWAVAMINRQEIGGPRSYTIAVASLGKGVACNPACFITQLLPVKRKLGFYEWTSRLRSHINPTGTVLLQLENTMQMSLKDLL
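qHTS titration in buffer at pH 5.0. Alpha-galactosidase activity in spleen homogenate was measured via 4-methylumbelliferone release from 1 mM fluorogenic substrate after 40 min at 37C and a pH 10 stop. AC50 came from Hill fits of control-normalized data.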
TRb SRC2 PPI: inhibitors of human thyroid hormone receptor beta-SRC2 interaction | Potency, µM (series often up to 106 µM), inactives show top-dose activity change, negative = inhibition, hits mostly inhibitors | TRbeta-SRC2 peptide binding, fluorescence polarization; receptor liganded with 1 µM T3 | P10828 | 280,000 compounds, 0.065% hits;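 also: plate controls were bound peptide for no effect and peptide without receptor for full effect; nearly all actives have a fitted effect of over 50% in size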
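Fluorescence polarization of 20 nM Texas Red SRC2 peptide with 0.6 uM human TRb ligand-binding domain, in Tris buffer with 1uM T3 and 5% DMSO. Incubated 5 hr ambient; normalized to unbound and bound controls.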
ALDH1A1 block: blocks purified human ALDH1A1 activity; P00352; Purified ALDH1A1, NADH fluorescence, propionaldehyde substrate; Potency, µM (titrated, usually from 75.3 µM), for the others: at the top dose activity, negative = inhibition, most hits filed as inhibitors; 220,000 compounds, 7.3% hits; AID 1030; active = well fitted inhibition curve with a large enough effect, not every such curve was filed as active; inconclusive = small, poorly fitted or top-dose-only effect, or another doubt; inactive = no such curve, though single readings can be large or run the other way;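 also: plate controls were no enzyme wells and a reference inhibitor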
Target sequence (P00352 whole entry, looked up): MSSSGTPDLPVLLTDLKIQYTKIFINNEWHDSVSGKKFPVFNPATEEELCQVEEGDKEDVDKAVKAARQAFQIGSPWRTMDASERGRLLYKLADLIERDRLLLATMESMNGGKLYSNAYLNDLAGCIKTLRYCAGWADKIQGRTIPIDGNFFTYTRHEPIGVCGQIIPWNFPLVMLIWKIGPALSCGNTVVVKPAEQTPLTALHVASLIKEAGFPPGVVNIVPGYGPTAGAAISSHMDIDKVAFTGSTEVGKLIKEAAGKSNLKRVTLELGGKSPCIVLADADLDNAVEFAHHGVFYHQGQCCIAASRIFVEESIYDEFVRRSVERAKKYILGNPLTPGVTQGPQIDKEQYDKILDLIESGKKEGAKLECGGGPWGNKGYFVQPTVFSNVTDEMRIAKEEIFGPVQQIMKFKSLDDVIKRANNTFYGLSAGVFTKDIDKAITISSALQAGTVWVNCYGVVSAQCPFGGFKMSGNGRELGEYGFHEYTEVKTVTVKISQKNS
TR SRC2 fluor cs: Texas Red fluorescence interference in TRb-SRC2 counter-screen | TRb/SRC2 Texas Red total fluorescence interference | Potency, µM (highest dose often 106 µM), for inactives: top-dose fluorescence change, negative = quenching | 280,000 compounds, 0.29% hits; active = well fitted curve in either direction with a large enough effect; inconclusive = small, poorly fitted or top-dose-only effect
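Flags fluorescent or light-absorbing compounds by total fluorescence, S + 2P, at 555 nm excitation and 632 nm emission. Mixture: 20 nM Texas Red SRC2 peptide, 0.6 uM human TRb LBD, 1 uM T3, 5% DMSO; compound exposure 5 h at ambient temperature.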
Tau ThT inhib: blocks human tau fibril formation measured by thioflavin T; Potency, µM (highest dose often 57.4 µM), inactives show at the top dose activity, negative = inhibition, most hits filed as inhibitors; P10636; AID 1460; 270,000 compounds, 2.1% hits; recombinant tau K18 P301L, heparin-induced fibrillization, ThT fluorescence; also: nearly all actives have a fitted effect of over 55% in size
Target sequence (P10636 561-689 P618L limits assumed): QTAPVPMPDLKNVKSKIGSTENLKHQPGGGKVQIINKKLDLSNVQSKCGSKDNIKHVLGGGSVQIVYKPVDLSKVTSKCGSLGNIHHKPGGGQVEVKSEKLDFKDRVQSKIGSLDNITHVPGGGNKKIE
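In this qHTS, human K18 P301L tau is incubated with compound and heparin for 6 hr at 37 C, and Thioflavin T fluorescence then reports fibril load.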
Tau FP inhib: tau fibrillization inhibition (FP). P10636. K18 P301L tau heparin fibrillization, Alexa594 FP, 6 h. Potency, µM (doses to about 57.7 µM), without a hit: top-dose activity, negative = inhibition, usual class: inhibitors. 280,000 compounds, 0.39% hits; also: nearly all actives have a fitted effect of over 55% in size
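Heparin (20 uM) drove fibril formation of recombinant tau K18 P301L, 15 uM unlabeled with 0.24 uM Alexa 594 label, for 6 hr at 37 C in 100 mM sodium acetate pH 7. Fluorescence polarization (555/632 nm) read 1 hr after 30 uM ThT.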
Tau fluor cs: counter-screen for tau fibril formation inhibitors; 280,000 compounds, 0.93% hits; Potency, µM (highest dose often 57.7 µM), without a hit: top-dose activity change, negative = decrease; tau K18 P301L (four-repeat tau fragment) Alexa594 fluorescence, heparin fibrillization; also: nearly all actives have a fitted effect of over 55% in size
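Human K18 P301L tau (15 uM unlabeled plus 0.24 uM Alexa 594-labeled, final) in 100 mM sodium acetate pH 7 was mixed with compound and 20 uM heparin and incubated 6 hr at 37 C.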
L3MBTL1 inh: L3MBTL1 (human) inhibition; 230,000 compounds, 0.66% hits; Potency, µM (top dose mostly 57.1 µM), without a hit: top-dose activity, negative = inhibition, actives largely listed as inhibitors; AlphaScreen L3MBTL1–H3K9me1 peptide binding; Q9Y468; also: nearly all actives have a fitted effect of over 60% in size
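L3MBTL1 50 nM + b-AHA-H3(1-15)K9me1 75 nM, 30 min RT; compound added, 30 min RT; streptavidin donor/Ni-chelate acceptor beads 10 ug/mL each final, 30 min RT dark; AlphaScreen read.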
* marks the source's active call; other numbers are inactive results; ? = inconclusive; / = not tested or not shown; & = joins results of further samples; [ ] = another dose, or the depositor's remark. Unless noted, calls follow the shape of the dose curve; as a rule, active = well fitted curve in the direction sought with a large enough effect; inconclusive = small, poorly fitted or top-dose-only effect, or another doubt; inactive = no such curve, though single readings can be large; an effect the other way counts as inactive or inconclusive. Unless noted, % is scaled to controls: 0 for no effect and ±100 for the full control effect; potency is read from the fitted curve at half-maximal effect.

SMILES	aGal spleen mod	TRb SRC2 PPI	ALDH1A1 block	TR SRC2 fluor cs	Tau ThT inhib	Tau FP inhib	Tau fluor cs	L3MBTL1 inh
COc1cccc(C2C(C#N)=C(N)Oc3c2oc(CO)cc3=O)c1OC (stereo unspecified)	1%	1%	9%	0%	-7%	2%	2%	11%
COc1cc(O)ccc1C=O	2%	4%	/	0%	-5%	-9%	-9%	2%
Cc1ccc(NC(=O)C2CCN(c3cnccn3)CC2)cc1	-14%	-4%	3%	-1%	-4%	1%	-4%	/
Cc1ccc(S(=O)(=O)Cc2ccc(C(=O)N3CCN(Cc4ccccc4)CC3)o2)cc1	9%	-2%	8.9µM*	-5%	-10%	4%	-5%	32µM*
O=C(CS(=O)(=O)Cc1ccccc1)Nc1ccccn1	-1%	3%	5%	1%	-8%	-2%	-3%	1%
O=C(NCCc1nc2ccccc2[nH]1)/C(=C/c1ccco1)NC(=O)c1ccc(Br)o1	3%	-22%	8%	-3%	-19%	-7%	-11%	3%
O=C(CN1CCSc2ccccc21)N1CCCCC1	/	2%	/	-1%	12%	0%	-2%	/
Cc1ccc2c(CC(=O)NC3=NCCS3)coc2c1	-7%	-3%	-3%	-6%	-1%	-6%	-9%	/
CCCCn1c(=N)n(CCOc2ccc(C)cc2)c2ccccc21	0%	1%	?	-1%	-5%	6%	7%	0%
CCC(NS(=O)(=O)c1cnn(CC)c1)c1ccccc1 (stereo unspecified)	0%	-5%	?	-1%	3%	4%	2%	5%
COc1ccccc1CNc1ccc2nnc(CCNC(=O)c3ccccc3)n2n1	2%	-4%	7%	0%	-6%	-3%	-12%	/
O=C(NC(NC(=S)N1CCOCC1)C(Cl)(Cl)Cl)c1ccc(Cl)cc1 (stereo unspecified)	-3%	4%	-7%	0%	4%	1%	-16%	-13%
CC(=O)N1N=C(c2ccncc2)OC12CCCCC2	-9%	0%	?	-1%	0%	2%	-1%	0%
CN(CC(=O)Nc1cc(S(=O)(=O)N2CCCC2)ccc1Cl)Cc1cccs1	11%	1%	/	-3%	-15%	7%	-19%	-16%
CN(C)C(CNC(=O)C1CCN(S(=O)(=O)c2ccccc2)CC1)c1ccccc1 (stereo unspecified)	17%	5%	/	-4%	?	-9%	-2%	/
COc1cc(Cl)c(CC(=O)c2c[nH]c3ccccc23)cc1OC	-13%	-5%	11%[13.5 µM]	-2%	4%	?	-10%	6%
Nn1c(Cc2ccc(F)cc2)n[nH]c1=S	1%	-5%	?	2%	2%	1%	2%	2%
C=C(C)c1cccc(C(C)(C)NC(=O)NCCN(CC)CC)c1	11%	-6%	8%	-1%	-2%	-6%	-7%	/
CCS(=O)(=O)N1Cc2ccccc2CC1C(=O)Nc1ccc(OC)cc1 (stereo unspecified)	-3%	-1%	2%	-1%	-8%	5%	-5%	-3%
CCCc1cnc2c(c1SCc1cccc(F)c1)c(=O)n(C)c(=O)n2C	/	-6%	/	-1%	?	-10%	-18%	/

Looked up one by one from the list above, 3 records:
SMILES	aGal spleen mod	TRb SRC2 PPI	ALDH1A1 block	TR SRC2 fluor cs	Tau ThT inhib	Tau FP inhib	Tau fluor cs	L3MBTL1 inh
O=C(NC(NC(=S)N1CCOCC1)C(Cl)(Cl)Cl)c1ccc(Cl)cc1 (stereo unspecified)	-3%	4%	-7%	0%	4%	1%	-16%	-13%
CC(=O)N1N=C(c2ccncc2)OC12CCCCC2	-9%	0%	?	-1%	0%	2%	-1%	0%
COc1cc(Cl)c(CC(=O)c2c[nH]c3ccccc23)cc1OC	-13%	-5%	11%[13.5 µM]	-2%	4%	?	-10%	6%

Next compounds
SMILES	aGal spleen mod	TRb SRC2 PPI	ALDH1A1 block	TR SRC2 fluor cs	Tau ThT inhib	Tau FP inhib	Tau fluor cs	L3MBTL1 inh
CC(C)C(=O)N1CCC(c2nc(-c3ccc(S(=O)(=O)N4CCN(C)CC4)cc3)no2)CC1	6%	3%	?	-4%	-7%	-2%	-7%	-16%
Cc1nnc(N2CCC(C(=O)NC(C)C)CC2)c2nn(-c3ccc(Cl)cc3)c(C)c12	/	2%	/	0%	8%	2%	4%	/
O=C1CC(c2cc([N+](=O)[O-])ccc2Cl)c2c(ccc3ccccc23)N1 (stereo unspecified)	1%	1%	22%	1%	-4%	0%	-9%	5%
Cc1noc(C)c1CSc1ncnc2sc3c(c12)CCC(C)C3 (stereo unspecified)	5%	-2%	?	-2%	-10%	-8%	-7%	6%
CN(C)c1ccc(C(=C2C=CC(=[N+](C)C)C=C2)c2ccc(N(C)C)cc2)cc1	-1%&-3%	100µM*	-4%&-6%	-10%[201 µM]	5µM*	16µM*	7.1µM*[quencher]	/
COC(=O)C1=C(C(=O)OC)C2(OC1c1cccc(F)c1)C(=O)c1ccccc1C2=O (stereo unspecified)	-4%	2%	-10%	-2%	-12%	1%	-10%	/
COCCn1c(SCC(=O)c2cc(C)n(C)c2C)nc2ccccc2c1=O	8%	-6%	2%	-4%	-7%	-6%	-15%	-19%
Cc1ccsc1C(=O)OCC(=O)Nc1c(Cl)cccc1C(F)(F)F	0%	3%	4%	-2%	-3%	6%	-2%	4%
Cc1cc(O)c(C(C)C)cc1N=C1CSC(=O)N1	5%	-23%	13µM*	-3%	?	-8%	?	-10%
O=C(Nc1ccccc1)N1CCCC(CNS(=O)(=O)Cc2ccccc2)C1 (stereo unspecified)	3%	-11%	8%	0%	-9%	1%	-7%	6%

Record cards (already shown). Order of values: aGal spleen mod	TRb SRC2 PPI	ALDH1A1 block	TR SRC2 fluor cs	Tau ThT inhib	Tau FP inhib	Tau fluor cs	L3MBTL1 inh
Results for `COCCn1c(SCC(=O)c2cc(C)n(C)c2C)nc2ccccc2c1=O` → 8%	-6%	2%	-4%	-7%	-6%	-15%	-19%
Results for `O=C1CC(c2cc([N+](=O)[O-])ccc2Cl)c2c(ccc3ccccc23)N1` (stereo unspecified) → 1%	1%	22%	1%	-4%	0%	-9%	5%

No new results follow: 6 of the compounds above.
SMILES	aGal spleen mod	TRb SRC2 PPI	ALDH1A1 block	TR SRC2 fluor cs	Tau ThT inhib	Tau FP inhib	Tau fluor cs	L3MBTL1 inh
Cc1nnc(N2CCC(C(=O)NC(C)C)CC2)c2nn(-c3ccc(Cl)cc3)c(C)c12	/	2%	/	0%	8%	2%	4%	/
O=C1CC(c2cc([N+](=O)[O-])ccc2Cl)c2c(ccc3ccccc23)N1 (stereo unspecified)	1%	1%	22%	1%	-4%	0%	-9%	5%
Cc1noc(C)c1CSc1ncnc2sc3c(c12)CCC(C)C3 (stereo unspecified)	5%	-2%	?	-2%	-10%	-8%	-7%	6%
CN(C)c1ccc(C(=C2C=CC(=[N+](C)C)C=C2)c2ccc(N(C)C)cc2)cc1	-1%&-3%	100µM*	-4%&-6%	-10%[201 µM]	5µM*	16µM*	7.1µM*[quencher]	/
COC(=O)C1=C(C(=O)OC)C2(OC1c1cccc(F)c1)C(=O)c1ccccc1C2=O (stereo unspecified)	-4%	2%	-10%	-2%	-12%	1%	-10%	/
COCCn1c(SCC(=O)c2cc(C)n(C)c2C)nc2ccccc2c1=O	8%	-6%	2%	-4%	-7%	-6%	-15%	-19%

New compounds follow
SMILES	aGal spleen mod	TRb SRC2 PPI	ALDH1A1 block	TR SRC2 fluor cs	Tau ThT inhib	Tau FP inhib	Tau fluor cs	L3MBTL1 inh
Cc1nn(-c2ccccc2)c(C)c1C(=O)OCC(=O)Nc1ccc2c(c1)OCO2	4%	-1%	-4%	-1%	?	9%	?	0%
Cc1cc(C)c2cc(CN(CC3CCCO3)S(=O)(=O)c3ccc4c(c3)OCCO4)c(=O)[nH]c2c1 (stereo unspecified)	-1%	-2%	?	1%	?	0%	-19%	3%
CC1(C(=O)O)CCC(C(=O)NC2CCCCC2)C1(C)C (stereo unspecified)	-4%	2%	3%	-4%	-4%	6%	-2%	/
O=C(NC(=S)Nc1ccc2[nH]ncc2c1)c1ccccc1	-3%	8%	10µM*	1%	?	-3%	-19%	/
Cc1nn(C)c(C)c1S(=O)(=O)N1CCC(C(=O)NCC2COc3ccccc3O2)CC1 (stereo unspecified)	-1%	1%	9%	-2%	-5%	1%	-7%	/
Cc1ccc(NC(=O)c2ccc(C(C)(C)C)cc2)cc1[N+](=O)[O-]	-9%	-2%	4%	0%	?	0%	-28%	-25%
CCN(c1ncnc2c1cnn2-c1ccc(C)cc1)C1CCCCC1	/	5%	/	-3%	-4%	-8%	-5%	/
O=[N+]([O-])c1ccc(Cl)c(C2Nc3cccc4cccc(c34)N2)c1	5%	-3%	-7%	-4%	?	9%	?	?
CC(NC(=O)CCCC1=NS(=O)(=O)c2ccccc2N1)c1ccccc1 (stereo unspecified)	/	-6%	/	-4%	-2%	-8%	-4%	/
CCOC(=O)c1cnc2c(Cl)cccc2c1NCCN1CCOCC1	-3%	2%	-12%	-3%	-4%&2%	5%&-5%	-2%&5%	-1%
Cn1c(CN2CCOCC2)nc2cc(NC(=O)COc3ccc([N+](=O)[O-])cc3)ccc21	2%	-2%	?	2%	-17%	2%	2%	3%
CC(C)N1CCNCC1	2%	-6%	8%	2%	-11%	-13%	-13%	12%
COc1ccc(-c2nnc(SCC(=O)Nc3cccc(C)c3)s2)cc1	/	-30%	/	?	2%	-4%	10%	/
CCN(CC)C(=O)Cn1cnc([N+](=O)[O-])n1	8%	-6%	10%	-2%	-11%	-12%	-9%	-1%
Cc1ccc(OCCCC(=O)Nc2ccc(S(N)(=O)=O)cc2)cc1	-1%	-4%	0%	0%	-15%	1%	-12%	/
CCNC(=O)C1CCCN(c2ncnc3onc(C)c23)C1 (stereo unspecified)	/	10%	/	-4%	?	3%	-1%	/
CCCCCN(C(=O)NC(=O)NC(C)CC)S(C)(=O)=O (stereo unspecified)	18%	-9%	7%	-2%	2%	-1%	4%	-1%
Cc1cccn2c(=O)c3cc(C(=O)NC(C)c4ccccc4)c(=N)n(CCOCCO)c3nc12 (stereo unspecified)	/	0%	/	-2%	-7%	1%	-5%	/
O=c1cnn(-c2ccc(Cl)cc2Cl)c(-c2ccccc2)c1	-7%	-12%	-4%	-4%	-26%	-11%	-15%	/
CCCCn1c(=O)c2oc3ccccc3c2n(CC(=O)Nc2cc(C)ccc2C)c1=O	/	0%	/	-1%	3%	-6%	1%	/
OC1CCN(C(c2ccc3ncccc3c2)c2nnnn2C2CCCCC2)CC1 (stereo unspecified)	-1%	-1%	-8%	0%	-9%	-12%	-16%	-2%
